Source: PubChem BioAssay (several laboratories)
Platelet DG rel: inhibitors of platelet dense granule secretion, primary screen, cell-based, MLPCN, human platelets; human platelet-rich plasma, SFLLRN dense granule ATP release, luminescence; inhibition, %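 (compounds screened at 7.5 µM in platelet-rich plasma)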; 300,000 tested, 0.22% active;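 active = mean replicate score, as percent of positive control, at or above 50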
HSP90 refold inh: HSP90 inhibitors, primary screen, cell lysate, luminescence; Heat shock protein HSP 90 (rabbit reticulocyte lysate; luciferase refolding); Rabbit reticulocyte lysate, luciferase refolding luminescence, 3 h; inhibition, % at 5.6 µM; 290,000 tested, 0.91% active;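 active = inhibition above the screen-wide mean plus 3 SD, computed separately per campaign, cut at about 16% in these data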;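 also: 0% = DMSO wells and 100% = 60 µM geldanamycin wells; inhibitors lower the luminescence because luciferase stays unfolded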
SKKanGAS inh: S. pyogenes SKKanGAS growth inhibitors in kanamycin, primary screen, streptokinase expression inhibitor project, SKKanGAS strain, BacTiter-Glo luminescence; 6 h; inhibition, % at 7.5 µM; 300,000 tested, 1.3% active;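 active = mean replicate score, as percent of positive control median, at least 50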;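 also: strain carries kanamycin resistance gene driven by streptokinase promoter and grows in 40 µg/ml kanamycin; loss of luminescence reflects streptokinase promoter inhibition or plain growth inhibition; 0% = median of DMSO wells and 100% = positive control at its reference dose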
aSyn 5UTR inh: MLPCN primary screen, SNCA 5' untranslated region; 300,000 tested, 0.82% active; alpha-synuclein 5'UTR reporter, inhibitor activity; inhibition, % (tested at 7.5 µM); in the data active = inhibition above about 60%;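 also: H4 neuroglioblastoma cells stably carrying SNCA 5'UTR luciferase fusion; 0% = DMSO wells and 100% = positive control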
AI-2 QS modul: Vibrio harveyi AI-2 quorum sensing modulators, primary screen, JMH597 strain, luminescence/OD600 ratio; Vibrio harveyi JMH597 AI-2 luminescence/OD600 ratio, 9 h; hits give low values; strain lacks LuxN and CqsS sensors; 0 = neutral-control median; 300,000 tested, 0.4% active; activity change, % at 7.5 µM; in the data active = activity change below about -75%, passing the limit was not always enough;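 also: luminescence divided by OD600 gain over 9 h not by final OD600 alone; inactives centre near 13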
HSF1 inhib: HSF1 inhibitors in luciferase reporter cells, primary screen, cell-based, NIH3T3, luminescence. NIH3T3-HGL HSE-luciferase, MG132-induced, luminescence 8 h; hits give low values. activity change, negative = inhibition, % at 7.5 µM (by protocol). 300,000 tested, 0.77% active. AID 2098, 2009;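 active = more than half of replicate wells show activity change below -50%, luminescence cut by over half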;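 also: luciferase reports HSF-1 transcriptional activity via heat shock element; 0% = median of DMSO wells and -100% = zero luminescence signal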
HIF act: HIF pathway transcriptional activators, primary screen, cell-based, U2OS HRE-luciferase, luminescence | U2OS HRE-luciferase reporter; normalized: DMSO 0%, desferrioxamine 100% | AID 1910, 2009 | activation, % at 7.5 µM (by protocol) | 300,000 tested, 0.32% active;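 active = mean activation of at least 10% of the iron chelator positive control signal, with at least half of replicates also reaching 10%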
IEC-6 cytotox: cytotoxicity in IEC-6 intestinal epithelial cells, primary screen, cytotoxicity control for KLF5 inhibitor project, cell-based, luminescence. IEC-6 cytotoxicity, luminescence viability. inhibition, % at 5 µM. 290,000 tested, 0.78% active; in the data active = inhibition above about 22%;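 also: 0% = plate median of test compound wells and 100% = cytotoxic reference compound wells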
KLF5 inh: KLF5 expression inhibitors, primary screen, DLD-1 cells, luminescence; DLD-1 KLF5 promoter-luciferase reporter; inhibition, % at 5 µM; 290,000 tested, 0.23% active; AID 1700, 2009;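 active = inhibition above a per-plate limit of that plate's mean compound inhibition plus 3 SD, cut at about 60% in these data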;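 also: 0% = DMSO wells and 100% = LY294002 at 200 µM; higher means less KLF5 promoter-driven luciferase light; inactives centre near -14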
HSF-1 act: HSF-1 activators, primary screen, NIH3T3-HGL cells, MG132 stress, luminescence, single point; activation, % at 9 µM; NIH3T3-HGL HSF-1 luciferase reporter, 8 h; 100% = twice DMSO control signal; AID 504408, 2011; 300,000 tested, 1.7% active;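 active = mean replicate activation of at least 50% with a set share of replicates each reaching 50%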;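 also: 0% = median of the neutral control wells and 100% = twice that signal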
Starred values were filed as active, the others as inactive.

`Cn1nc(-c2ccccc2)c(CO)c1Sc1ccccc1` gave Platelet DG rel 3, HSP90 refold inh -1, SKKanGAS inh -5, aSyn 5UTR inh 29, AI-2 QS modul 10, HSF1 inhib 11, HIF act -0.2, IEC-6 cytotox -4, KLF5 inh -28 and HSF-1 act -10.
CCNc1ccc(Br)cc(C(=O)/C=C/c2ccc3c(c2)OCO3)c1=O was read as Platelet DG rel -3, HSP90 refold inh 4, SKKanGAS inh 5, aSyn 5UTR inh 9, AI-2 QS modul 37, HSF1 inhib 7, HIF act 0.0, IEC-6 cytotox -4, KLF5 inh 18 and HSF-1 act -7.
For COc1ccc(S(=O)(=O)CCC(=O)N2c3ccccc3CC2C)cc1 (stereo not given) the results were Platelet DG rel -2, HSP90 refold inh 7, SKKanGAS inh 0, aSyn 5UTR inh -6, AI-2 QS modul 22, HSF1 inhib -10, HIF act -0.3, IEC-6 cytotox -3, KLF5 inh -17 and HSF-1 act 9.
CC(=O)SCC(C)C(=O)NCc1ccccc1 (stereo not given) was read as Platelet DG rel 1, HSP90 refold inh 2, SKKanGAS inh 0, aSyn 5UTR inh 14, AI-2 QS modul -4, HSF1 inhib 3, HIF act -0.1, IEC-6 cytotox 12, KLF5 inh -13 and HSF-1 act 7.
Screening Cc1ccccc1C(=O)N/N=C/c1ccc([N+](=O)[O-])s1 returned Platelet DG rel -2, HSP90 refold inh -1, SKKanGAS inh 11, aSyn 5UTR inh 93*, AI-2 QS modul -76*, HSF1 inhib -11, HIF act -3.2, IEC-6 cytotox 2, KLF5 inh -20 and HSF-1 act 15.
CC(C)NS(=O)(=O)c1ccc(NC(=S)NC(=O)c2ccc(-c3ccccc3)cc2)cc1 was read as Platelet DG rel -4, HSP90 refold inh 0, SKKanGAS inh 11, aSyn 5UTR inh -22, AI-2 QS modul 9, HSF1 inhib 1, HIF act -0.1, IEC-6 cytotox 2, KLF5 inh -9 and HSF-1 act -3.
`CCCCn1c(Cl)nc2c1c(=O)n(C)c(=O)n2C` gave Platelet DG rel 25, HSP90 refold inh 0, SKKanGAS inh 7, aSyn 5UTR inh 6, AI-2 QS modul 5, HSF1 inhib 3, HIF act 0.0, IEC-6 cytotox -1, KLF5 inh -32 and HSF-1 act 2.
`CN(CC(=O)Nc1ccccc1Br)C(=O)CCCSc1nc2ccccc2[nH]1` gave Platelet DG rel 9, SKKanGAS inh -5, aSyn 5UTR inh 9, AI-2 QS modul 20, HSF1 inhib 12, HIF act -0.3 and HSF-1 act 13.
For COc1cc(NC(=O)NCC2CCN(Cc3ccccc3C)CC2)cc(OC)c1OC the results were Platelet DG rel -2, HSP90 refold inh 2, SKKanGAS inh 0, aSyn 5UTR inh -12, AI-2 QS modul 5, HSF1 inhib -4, HIF act 0.7, IEC-6 cytotox 4, KLF5 inh -12 and HSF-1 act -11.
For COc1ccc(S(=O)(=O)NCc2cccnc2)cc1C the results were Platelet DG rel -1, HSP90 refold inh -2, SKKanGAS inh 1, aSyn 5UTR inh -20, AI-2 QS modul 11, HSF1 inhib 0, HIF act -28, IEC-6 cytotox 10, KLF5 inh -24 and HSF-1 act -4.
`COC(=O)C[C@H]1c2cc(C(F)(F)F)ccc2S(=O)(=O)N1Cc1ccccc1` gave Platelet DG rel -5, SKKanGAS inh 1, aSyn 5UTR inh 26, AI-2 QS modul 17, HSF1 inhib 4, HIF act -0.1 and HSF-1 act -12.
N#Cc1c(-c2ccccc2)nc(SCc2nc(N)nc(N3CCCCC3)n2)[nH]c1=O was read as Platelet DG rel -2, HSP90 refold inh 4, SKKanGAS inh 18, aSyn 5UTR inh 30, AI-2 QS modul 8, HSF1 inhib -8, HIF act 0.1, IEC-6 cytotox 3, KLF5 inh -2 and HSF-1 act -19.
O=C(c1ccc(OC2CCN(Cc3ccc(F)cc3)CC2)cc1)N1CCCC1 was read as Platelet DG rel -7, HSP90 refold inh -6, SKKanGAS inh -3, aSyn 5UTR inh -2, AI-2 QS modul 30, HSF1 inhib -4, HIF act 53*, IEC-6 cytotox 0, KLF5 inh -27 and HSF-1 act -2.
`CCCC(=O)Nc1ccc2c(c1)nc1n2CCN(CCOC)C1` gave Platelet DG rel -4, HSP90 refold inh 0, SKKanGAS inh 2, aSyn 5UTR inh -8, AI-2 QS modul 24, HSF1 inhib -6, HIF act -20, IEC-6 cytotox -10, KLF5 inh -45 and HSF-1 act 1.
C=C1C(O)C[C@H]2C(=C)CCC3[C@H](OC(=O)[C@]3(O)CO)[C@@H]12 (stereo not given in full) was read as Platelet DG rel 1, HSP90 refold inh -3, SKKanGAS inh 0, aSyn 5UTR inh 5, AI-2 QS modul 22, HSF1 inhib -1, HIF act 1.9, IEC-6 cytotox 4, KLF5 inh 4 and HSF-1 act -14.
For Cc1ccccc1OCC(=O)N/N=C/c1cc2ccccc2nc1Cl the results were Platelet DG rel 1, HSP90 refold inh 1, SKKanGAS inh 16, aSyn 5UTR inh -55, AI-2 QS modul -6, HSF1 inhib 0, HIF act 2.2, IEC-6 cytotox 9, KLF5 inh -13 and HSF-1 act 9.
For O=C(Cn1ncc2c(=O)oc3ccccc3c21)N1CCCc2ccccc21 the results were Platelet DG rel 4, HSP90 refold inh -2, SKKanGAS inh 5, aSyn 5UTR inh 31, AI-2 QS modul 10, HSF1 inhib 6, HIF act 0.1, IEC-6 cytotox 0, KLF5 inh -5 and HSF-1 act -2.
COCC1CCN(C(=O)C2CCC(=O)N(CCc3ccc(Cl)cc3)C2)CC1 (stereo not given) was read as Platelet DG rel 0, HSP90 refold inh -6, SKKanGAS inh 2, aSyn 5UTR inh -13, AI-2 QS modul 0, HSF1 inhib 1, HIF act -0.1, IEC-6 cytotox 8, KLF5 inh -16 and HSF-1 act 3.
For COc1ccc(/C=C/c2onc(C)c2S(=O)(=O)N2CCC(C(=O)N3CCC(C)CC3)CC2)cc1 the results were Platelet DG rel 2, HSP90 refold inh 3, SKKanGAS inh 3, aSyn 5UTR inh 12, AI-2 QS modul -5, HSF1 inhib 9, HIF act 0.1, IEC-6 cytotox -6, KLF5 inh -18 and HSF-1 act 10.
For CCc1ccc(C(=O)/C=C/Nc2ccc(S(=O)(=O)Nc3onc(C)c3C)cc2)cc1 the results were Platelet DG rel -6, HSP90 refold inh -7, SKKanGAS inh 26, aSyn 5UTR inh -20, AI-2 QS modul 97, HSF1 inhib 3, HIF act 0.2, IEC-6 cytotox -3, KLF5 inh 11 and HSF-1 act -9.
Screening COC(=O)c1ccccc1NC(=O)N1CCN(Cc2ccco2)CC1 returned Platelet DG rel 8, HSP90 refold inh -1, SKKanGAS inh 2, aSyn 5UTR inh 3, AI-2 QS modul 13, HSF1 inhib -9, HIF act -0.2, IEC-6 cytotox -1, KLF5 inh 20 and HSF-1 act 1.
O=[N+]([O-])c1ccc(/C=N/n2cnc3ccccc32)s1 was read as Platelet DG rel 2, HSP90 refold inh -1, SKKanGAS inh 14, aSyn 5UTR inh 68*, AI-2 QS modul -14, HSF1 inhib 37, HIF act 2.1, IEC-6 cytotox 4, KLF5 inh -9 and HSF-1 act 63*.
Screening C=CCNC(=O)C1CC(=O)N(c2ccc(OCC(=O)Nc3ccc(Cl)c(C(F)(F)F)c3)cc2)C1 (stereo not given) returned Platelet DG rel -3, HSP90 refold inh 2, SKKanGAS inh 1, aSyn 5UTR inh 25, AI-2 QS modul 3, HSF1 inhib -1, HIF act -0.2, IEC-6 cytotox 8, KLF5 inh 2 and HSF-1 act 1.
`O=C(Nc1ccccc1C(F)(F)F)c1cc(-c2ccco2)on1` gave Platelet DG rel -43, HSP90 refold inh -3, SKKanGAS inh 3, aSyn 5UTR inh -127, AI-2 QS modul 31, HSF1 inhib 5, HIF act 1.0, IEC-6 cytotox 0, KLF5 inh -53 and HSF-1 act 20.
COC(=O)C1=C(C)N(Cc2ccccc2)C(=NCc2ccc(OC)cc2)N[C@H]1c1cccc(F)c1 was read as Platelet DG rel 2, HSP90 refold inh 0, SKKanGAS inh 15, aSyn 5UTR inh 16, AI-2 QS modul 16, HSF1 inhib 6, HIF act 0.3, IEC-6 cytotox 9, KLF5 inh -20 and HSF-1 act -2.
Screening CCSc1nc(C)c(CC)c(C)c1C(N)=O returned Platelet DG rel -4, HSP90 refold inh -1, SKKanGAS inh -7, aSyn 5UTR inh -2, AI-2 QS modul 4, HSF1 inhib -1, HIF act -0.1, IEC-6 cytotox 1, KLF5 inh -3 and HSF-1 act -5.
O=C(O)CC/C(=N\Nc1ccc([N+](=O)[O-])cc1S(=O)(=O)N1CCOCC1)c1cccs1 was read as Platelet DG rel 5, HSP90 refold inh -2, SKKanGAS inh 10, aSyn 5UTR inh 15, AI-2 QS modul 20, HSF1 inhib -1, HIF act -0.3, IEC-6 cytotox -6, KLF5 inh -31 and HSF-1 act -4.
For CC(Sc1nnc(COc2ccc3ccccc3c2)n1C)C(=O)O (stereo not given) the results were Platelet DG rel 5, HSP90 refold inh -4, SKKanGAS inh -4, aSyn 5UTR inh -17, AI-2 QS modul 31, HSF1 inhib -3, HIF act 0.9, IEC-6 cytotox -8, KLF5 inh -55 and HSF-1 act 6.
For COc1ccc(C(CCNC(C)c2ccccc2)c2ccc(F)cc2)cc1 (stereo not given) the results were Platelet DG rel -20, HSP90 refold inh 4, SKKanGAS inh 2, aSyn 5UTR inh 4, AI-2 QS modul 27, HSF1 inhib 7, HIF act -13, IEC-6 cytotox -2, KLF5 inh -1 and HSF-1 act 13.
For Cc1c(C)n(CCCN(C)C)c2ncnc(NCc3ccccc3)c12 the results were Platelet DG rel -5, HSP90 refold inh 0, SKKanGAS inh 2, aSyn 5UTR inh -9, AI-2 QS modul -7, HSF1 inhib -1, HIF act -1.0, IEC-6 cytotox 10, KLF5 inh -11 and HSF-1 act -9.
Screening CN1CCN(c2c(/C=N/O)c3ccccc3n2C)CC1 returned Platelet DG rel 2, HSP90 refold inh 1, SKKanGAS inh -1, aSyn 5UTR inh -5, AI-2 QS modul 24, HSF1 inhib -2, HIF act 0.6, IEC-6 cytotox 5, KLF5 inh -6 and HSF-1 act -7.
Screening CC(NC(=O)NNC(=O)c1ccncc1)(C(F)(F)F)C(F)(F)F returned Platelet DG rel 3, HSP90 refold inh 6, SKKanGAS inh -4, aSyn 5UTR inh 21, HSF1 inhib -3, HIF act 0.7, IEC-6 cytotox -3, KLF5 inh -22 and HSF-1 act 5.
`Cc1ccc(-c2nnn(CC(=O)NC3CCN(Cc4ccccc4)CC3)n2)cc1` gave Platelet DG rel 3, HSP90 refold inh -1, SKKanGAS inh -4, aSyn 5UTR inh 17, AI-2 QS modul -1, HSF1 inhib -3, HIF act 0.7, IEC-6 cytotox -9, KLF5 inh -23 and HSF-1 act 6.

Compounds were not picked by outcome (roughly 6% active in at least one column).
